Bioassay records as filed in PubChem.
D3 antag = qHTS of D3 Dopamine Receptor Antagonist: qHTS | D3R cells, DiscoveRx beta-arrestin luminescence, antagonist mode; active compounds read low | max response, negative = inhibition, % | 360,000 compounds, 2.5% hits; in the data active = max response below about -50%; inconclusive = no clear call, values can overlap the other calls; note: % is set by controls: 0 for no effect and ±100 for the full control effect; mostly tested at two doses, the higher about 12 µM
Target sequence (P35462 whole entry, looked up): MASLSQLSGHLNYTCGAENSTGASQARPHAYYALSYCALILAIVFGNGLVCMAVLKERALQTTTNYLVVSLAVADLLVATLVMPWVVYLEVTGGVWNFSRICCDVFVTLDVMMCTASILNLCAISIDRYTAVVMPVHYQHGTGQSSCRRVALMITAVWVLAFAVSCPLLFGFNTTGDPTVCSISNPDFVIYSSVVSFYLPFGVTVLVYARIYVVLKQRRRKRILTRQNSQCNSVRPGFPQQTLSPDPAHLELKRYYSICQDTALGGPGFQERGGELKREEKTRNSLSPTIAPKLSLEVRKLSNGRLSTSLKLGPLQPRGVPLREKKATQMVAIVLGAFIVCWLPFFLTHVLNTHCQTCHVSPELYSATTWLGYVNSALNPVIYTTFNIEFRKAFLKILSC
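Cells plated overnight at 1500 cells/well, then exposed to library compounds with dopamine controls for 90 minutes at 37 degrees C. DiscoveRx reagent added for 30–60 minutes at room temperature; luminescence read, quantitative HTS format.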
DRD3 agonist = qHTS of D3 Dopamine Receptor Agonist: qHTS | D(3) dopamine receptor (Homo sapiens), P35462 | D3R DiscoveRx beta-arrestin cells, luminescence, 90 min | max activation, % | 410,000 compounds, 0.58% hits; in the data active = max activation above about 30%; note: 0% is about no effect; mostly tested at two doses, the higher about 12 µM
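Cells at 1500/well, incubated overnight, then treated with pinned compounds (dopamine as control) for 90 min at 37 degrees C. DiscoveRx reagent added for 30 - 60 minutes at room temperature; luminescence read.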
GLP-1R inv ag = qHTS of GLP-1 Receptor Inverse Agonists (Inhibition Mode); Glucagon-like peptide 1 receptor (Homo sapiens), P43220; HEK293 GLP-1R CRE-luciferase, luminescence, 24 h; GLP-1R form is constitutively active; Potency, µM (top dose mostly 38.3 µM), for inactives: at the top dose activity change, negative = inhibition, usual class: inhibitors; 410,000 compounds, 1.6% hits; AID 624417, 2012; note: potency is the fitted concentration of half-maximal effect; % is set by controls: 0 for no effect and ±100 for the full control effect; nearly all actives have a fitted effect of over 55% in size
Target sequence (P43220 whole entry, looked up): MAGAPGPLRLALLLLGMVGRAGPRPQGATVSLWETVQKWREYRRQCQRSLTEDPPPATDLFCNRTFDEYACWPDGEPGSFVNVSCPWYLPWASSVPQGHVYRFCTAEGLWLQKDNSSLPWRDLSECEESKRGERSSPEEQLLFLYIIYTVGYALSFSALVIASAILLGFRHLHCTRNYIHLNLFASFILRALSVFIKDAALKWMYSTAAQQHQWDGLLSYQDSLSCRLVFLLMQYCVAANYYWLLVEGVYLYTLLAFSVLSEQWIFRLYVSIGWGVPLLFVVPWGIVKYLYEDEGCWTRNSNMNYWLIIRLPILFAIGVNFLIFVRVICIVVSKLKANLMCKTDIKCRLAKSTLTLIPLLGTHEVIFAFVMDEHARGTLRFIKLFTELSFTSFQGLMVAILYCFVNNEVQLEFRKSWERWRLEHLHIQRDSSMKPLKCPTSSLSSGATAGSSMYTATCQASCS
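HEK293 cells stably co-expressing a cAMP-responsive luciferase reporter and constitutively active GLP-1R were seeded, incubated 12 h, then exposed to compounds for 24 h at 37 C. Luminescence was read 12 min after detection reagent; inverse agonists lower signal.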
WRN helicase inh = qHTS for Inhibitors of WRN Helicase; WRN helicase unwinding, fluorescent forked duplex, kinetic; Potency, µM (titrated, usually from 114 µM), without a hit: at the highest dose activity change, negative = inhibition, hits mostly inhibitors; 360,000 compounds, 0.46% hits; AID 651768, 2012; note: potency is the fitted concentration of half-maximal effect; % is set by controls: 0 for no effect and ±100 for the full control effect; nearly all actives have a fitted effect of over 55% in size
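Kinetic red-fluorescence monitoring (525/598 nm) tracks WRN helicase activity after 100 nM fluorophore-quencher forked duplex and 2 mM ATP are added to 20 nM enzyme pretreated 15 min at room temperature with compound.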
PLK1 PBD inh = qHTS for Inhibitors of PLK1-PDB (polo-like kinase 1 - polo-box domain): Primary Screen | Serine/threonine-protein kinase PLK1 (Homo sapiens), P53350 | Plk1 PBD binding of FITC phosphopeptide, fluorescence polarization | Potency, µM, for inactives: max response, negative = inhibition, actives largely listed as inhibitors | 360,000 compounds, 2.8% hits | AID 720504, 2013; note: potency is the fitted concentration of half-maximal effect; series mostly up to about 57 µM; % is set by controls: 0 for no effect and ±100 for the full control effect; nearly all actives have a fitted effect of over 65% in size
PI5P4Ka inh = qHTS for Inhibitors of phosphatidylinositol 5-phosphate 4-kinase (PI5P4K). Phosphatidylinositol 5-phosphate 4-kinase type-2 alpha (Homo sapiens), P48426. PI5P4Kalpha enzyme, ADP-Glo luminescence, 60 min; active compounds read low. max response, %. 330,000 compounds, 1.2% hits. AID 652105, 2013; active = max response of -50% or lower; inconclusive = between -30% and -50%; inactive = -30% or higher; note: value at the top dose of about 77 µM; % is set by controls: 0 for no effect and ±100 for the full control effect
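Reactions run in 0.038 M HEPES pH 7.4, 0.28 mM EGTA, 0.1% CHAPS and 5% DMSO, with PI5P4Kalpha, substrate, compound and 5 microM ATP final, one hour at room temperature. Readout is ADP-Glo luminescence.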
HEK293 tox = qHTS of GLP-1 Receptor Inverse Agonists: Cytotox Screen | HEK293 cAMP-luciferase reporter cells, luminescence, 24 h | Potency, µM (highest dose often 38.3 µM), for inactives: at the highest dose activity change, negative = inhibition, hits mostly inhibitors | 410,000 compounds, 0.13% hits | AID 624418, 2012;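 note: loss of luciferase light is scored as toxicity; potency is the fitted concentration of half-maximal effect; % is set by controls: 0 for no effect and ±100 for the full control effect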
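Quantitative HTS format, 1536 wells, 200 cells/uL seeded. Compounds: 23 nL, 24 h, 37 °C. Detection: luciferase reagent, luminescence at 12 min RT; decreased signal taken as cytotoxic.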
IL2 activator = qHTS of IL-2 Activators | IL-2 activation reporter assay, cell-based qHTS; stimulated with anti-CD3/CD4/CD28 beads; in transgenic mouse T cells | AID 652025, 2013 | 360,000 compounds, 0.065% hits | activation, % (series mostly up to about 46 µM); in the data active = activation above about 50%; inconclusive = mostly about 30% to 49%; note: 0% is about no effect
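EGFP and DsRed fluorescence is measured by plate cytometry in unstimulated transgenic mouse T cells exposed to compound for 60 minutes, then stimulated 18 hours at 37 degrees C with anti-CD3/anti-CD4 beads plus anti-CD28.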
GLP-1R agonist = qHTS of GLP-1 Receptor Agonists; Glucagon-like peptide 1 receptor (Homo sapiens), P43220; HEK293 GLP-1R CRE-luciferase, luminescence, 4-6 h; cells express a hypersensitive GLP-1R form; Potency, µM (top dose mostly 45.6 µM), inactives show at the highest dose activation, usual class: activators; 380,000 compounds, 0.007% hits; AID 624172, 2012; note: potency is the fitted concentration of half-maximal effect; % of control where 0% means no effect
The depositor's hits bear a star; ? = inconclusive; . = not tested or not shown; [ ] = another dose, or the depositor's remark. Unless noted, calls come from the whole dose curve; as a rule, active = well fitted curve in the direction sought with a large enough effect; inconclusive = small, poorly fitted or top-dose-only effect, or another doubt; inactive = no such curve, though single readings can be large; an effect the other way counts as inactive or inconclusive.

Preview (3 entries):
canonical_smiles | D3 antag | DRD3 agonist | GLP-1R inv ag | WRN helicase inh | PLK1 PBD inh | PI5P4Ka inh | HEK293 tox | IL2 activator | GLP-1R agonist
Cc1ccccc1-n1ncc2c(SCC(=O)NC3CCCC3)ncnc21 | 11 | 7 | -34% | -11% | 0% | -7 | 0% | 0.7 | -1%
Brc1c(-c2ccc3c(c2)OCO3)nc2ncccn12 | ? | 5 | 17% | -5%[57.1 µM] | 5% | -1 | -10% | -1.5 | 1%
CC(C)=NN1C(=O)c2ccccc2NC1(C)C | -6 | -15 | -7% | -34% | -12% | -6 | -7% | 0.5 | 3%

Main list, from the first entry:
canonical_smiles | D3 antag | DRD3 agonist | GLP-1R inv ag | WRN helicase inh | PLK1 PBD inh | PI5P4Ka inh | HEK293 tox | IL2 activator | GLP-1R agonist
Cc1ccccc1-n1ncc2c(SCC(=O)NC3CCCC3)ncnc21 | 11 | 7 | -34% | -11% | 0% | -7 | 0% | 0.7 | -1%
Brc1c(-c2ccc3c(c2)OCO3)nc2ncccn12 | ? | 5 | 17% | -5%[57.1 µM] | 5% | -1 | -10% | -1.5 | 1%
CC(C)=NN1C(=O)c2ccccc2NC1(C)C | -6 | -15 | -7% | -34% | -12% | -6 | -7% | 0.5 | 3%
O=C(O)c1ccccc1Nc1ccc2nonc2c1[N+](=O)[O-] | -16 | -2 | 4% | -8%[57.1 µM] | -2% | 0 | ? | -0.5 | -2%
COc1ccc(C(=O)CC(CC(=O)c2ccc(OC)cc2)C(=O)O)cc1 | 11 | 10 | 10% | -3% | 2% | 5 | 0% | 0.7 | 1%
c1ccc2c(C3OCC4(CCCCC4)CO3)cccc2c1 | 12 | 1 | ? | 5% | -5% | -5 | 2% | -4.1 | 4%
CCOC(=O)/C(=N/Nc1ccccc1)c1csc(Nc2ccccc2)n1 | 4 | -17 | 5% | -25% | 3% | . | 8% | -2.3 | -10%
CCc1nn2c(=O)cc(COc3cccc(NC(=O)c4ccco4)c3)nc2s1 | -4 | -1 | 39%[activator] | -21% | 27µM* | ? | -2% | -1.6 | -3%
Cc1ccc(C(C(=O)NC2CCCC2)N2CCCCC2)cc1 (stereo not drawn) | -4 | -6 | -12% | 3% | -9% | 7 | 10% | -4.1 | 13%
Cc1csc(NC(=O)CSc2ccc(-c3ccc(F)cc3)nn2)n1 | -14 | 5 | -6%[0.307 µM] | 0% | -7% | -4 | -6%[0.307 µM] | 1.4 | 18%
COc1cccc(CNC(=O)COC(=O)CCCNC(=O)c2ccc(Cl)cc2)c1 | -7 | 6 | 8% | -2% | 4% | -7 | 0% | -0.2 | 1%
Cc1[nH]nc(-c2ccc(O)cc2O)c1-c1ccc(Cl)cc1 | -22 | 1 | -30% | -12% | -9% | . | -4% | -1.2 | 2%

Remaining list, next part
canonical_smiles | D3 antag | DRD3 agonist | GLP-1R inv ag | WRN helicase inh | PLK1 PBD inh | PI5P4Ka inh | HEK293 tox | IL2 activator | GLP-1R agonist
O=c1[nH]c(=S)[nH]cc1S(=O)(=O)c1cccc(Cl)c1 | 12 | 5 | 1% | -3%[11.6 µM] | -27% | -57* | 2% | 0.5 | -1%
COC(=O)CCSCC(=O)Nc1cc(C)on1 | -9 | 4 | -6% | -7% | -17% | . | 1% | -3.3 | 3%
Cc1c(N=C2N=C(NC(=O)Nc3ccc(Cl)cc3)c3ccccc32)c(=O)n(-c2ccccc2)n1C | 1 | 1 | 26% | 1% | 102%[activator] | -5 | -4% | -0.8 | 5%
CC(OC(=O)C1CC1C)C(=O)Nc1ccc(Cl)cn1 (stereo not drawn) | 20 | -2 | 1% | -15% | -1% | 1 | -1% | 0.1 | 5%
O=C(COC(=O)CCc1c[nH]c2ccccc12)Nc1ccc([N+](=O)[O-])cc1 | 47 | 2 | 6% | -6% | 1% | 11 | -16% | 0.4 | -3%
Cc1ccc(C(=O)/C=C2/NC(=O)CS2)cc1 | -9 | 4 | -4% | 8% | -2% | . | 9% | 1.6 | -9%
CCCCN(C)CCNC(=O)c1cc(-c2ccc(Cl)s2)nc2ccccc12 | . | -23 | -18% | . | . | . | 17% | . | 1%
O=S(=O)(Nc1cccnc1)c1cccc(Cl)c1 | -9 | 12 | 0% | -5% | 1% | . | 2% | -0.8 | -8%
COc1ccccc1CCC(=O)Nc1ncc(C)s1 | -11 | 2 | 0% | 5% | -5% | -2 | -11% | -3.1 | 3%
COc1cc([C@@H]2CC=C(C(=O)O)[C@H](c3cccc(Cl)c3)N2S(=O)(=O)c2ccc(C)cc2)cc(OC)c1OC | 6 | 5 | -14% | -3% | -6% | -4 | -22% | 0.0 | -1%
COc1ccc(C(CC(=O)Nc2ccc(F)c(Cl)c2)N2Cc3ccccc3C2=O)cc1OC (stereo not drawn) | . | -16 | ? | . | . | . | -26% | . | 1%
CCCCn1c(N)c(N(Cc2ccccc2OC)C(=O)CN2C(=O)NC3(CCCC3)C2=O)c(=O)[nH]c1=O | 3 | 16 | -12% | -7% | 0% | 3 | -14% | -5.6 | 1%

Other compounds follow:
Fields – D3 antag, DRD3 agonist, GLP-1R inv ag, WRN helicase inh, PLK1 PBD inh, PI5P4Ka inh, HEK293 tox, IL2 activator, GLP-1R agonist
Cc1nc2c(cc(Oc3ccc(S(=O)(=O)N4CCOCC4)cn3)c3ccsc32)s1
  32, 1, 53%[activator], -2%, -1%, ., -9%, 0.3, 27%
Cc1ccc(C)c(OCC(=O)O/N=C(\N)c2cccc([N+](=O)[O-])c2)c1
  5, 11, 2%, -8%, -14%, 15, -16%, -3.9, 10%
Nc1nc(SCc2ccccc2)[nH]c(=O)c1-c1ccccc1
  ?, 10, -24%, -1%, -6%, ., -1%, -2.0, 5%
N#Cc1ccc(C2CC(OCCF)=CC(=O)O2)cc1 (stereo not drawn)
  8, 3, 7%, 7%, -7%, 1, 1%, -0.2, .
CCCCN(C(=O)c1ccc(C)o1)c1c(N)n(CCCC)c(=O)[nH]c1=O
  14, 2, -2%, 5%, -1%, 14, 8%, -0.7, -10%
CC(=O)Nc1ccc(Nc2cc(C)nc(Nc3ccc(NC(C)=O)cc3)n2)cc1
  -5, 3, -8%, -8%, -4%, ?, -27%, 0.0, 7%
CC1CCCN(CCOCCOc2ccc(Br)cc2Cl)C1 (stereo not drawn)
  -82*, 0, ?, -2%, -10%, -7, -24%, -0.2, 10%
Cc1csc(NC(=O)CS(=O)(=O)Cc2ccccc2)n1
  -25, -2, -14%, -8%, -29%, -12, 14%, -2.6, 6%
O=C1C=C(c2ccc3[nH]ccc3c2)CCC1
  -8, -12, 10%, 6%, -1%, 2, -6%, -0.1, -3%
Cc1ccccc1-c1cc2nc(Oc3ccc4c(c3)OCO4)n(C)c(=O)c2s1
  14, 0, ?, 2%[57.1 µM], -1%, 6, 8%, -1.0, 8%
O=C(O)C1C2C=CC(C2)C1C(=O)NCc1ccco1 (stereo not drawn)
  5, -1, -5%, -9%, -7%, 6, -11%, -0.2, -1%
COc1ccc(NC(C)C(=O)Nc2cc(C(F)(F)F)ccc2N2CCOCC2)c(OC)c1 (stereo not drawn)
  -5, 3, ?, -2%, -14%, 0, -15%, -2.9, 24%
C=CCN(CC=C)CCCOc1ccc(C)cc1OC
  ?, -23, -16%, -22%, -17%, -3, 2%, -2.0, 5%
COc1cccc(NC(=S)NN2CCN(C)CC2)c1
  18, -10, ?, 0%, ?, 2, -18%, -0.4, 0%
COC(=O)C(C)Sc1nnc2n(-c3cccc(C)c3)c(=O)c3c4c(sc3n12)CCCC4 (stereo not drawn)
  26, 1, 5%, 2%, 6%, -1, -21%, -1.7, -3%
O=C(Cc1ccccc1)NC(=S)Nc1cccc(C(F)(F)F)c1
  2, 1, ?, -7%, -8%, 21, -21%, 0.1, 15%
CN(C(=O)CCNC(=O)Cn1cnc2ccccc2c1=O)c1ccc(F)cc1
  1, -10, 6%, 0%, -3%, 5, 3%, -0.1, -1%
CC(C)CC1Nc2ncnc(N3CCCCC3)c2N(Cc2ccc(Br)cc2)C1=O (stereo not drawn)
  -8, 0, ?, -10%, -13%, -1, 0%, -1.6, -4%
CCCCOc1ccc(C(=O)OCC(=O)Nc2cc(C)c(C)cc2[N+](=O)[O-])cc1
  0, 0, 3%, 0%, ?, 0, 15%, 0.0, -1%
CC(C)(C)NC(=O)c1cc([N+](=O)[O-])ccc1N1CCCCC1
  -12, -2, ?, -32%[57.1 µM], -8%, -2, -25%, -0.5, -5%
COc1cc(NC(=O)CCNS(=O)(=O)c2cc(Br)cnc2N)cc(OC)c1
  -7, -1, ?, 2%, -15%, -5, 4%, -0.8, 7%
